ST2 IL33 inh = inhibitors of human ST2 (IL1RL1) binding to IL-33, primary screen, biochemical, AlphaLISA | AlphaLISA ST2-Fc/biotin-IL-33 interaction, 1 h | 78,000 tested, 2.3% active | Interleukin-1 receptor-like 1 (Homo sapiens), Q01638 | inhibition, % for hits at 17 µM; in the data active = inhibition above about 30%; inconclusive = mostly about 10% to 28%
Target sequence (Q01638 whole entry, looked up): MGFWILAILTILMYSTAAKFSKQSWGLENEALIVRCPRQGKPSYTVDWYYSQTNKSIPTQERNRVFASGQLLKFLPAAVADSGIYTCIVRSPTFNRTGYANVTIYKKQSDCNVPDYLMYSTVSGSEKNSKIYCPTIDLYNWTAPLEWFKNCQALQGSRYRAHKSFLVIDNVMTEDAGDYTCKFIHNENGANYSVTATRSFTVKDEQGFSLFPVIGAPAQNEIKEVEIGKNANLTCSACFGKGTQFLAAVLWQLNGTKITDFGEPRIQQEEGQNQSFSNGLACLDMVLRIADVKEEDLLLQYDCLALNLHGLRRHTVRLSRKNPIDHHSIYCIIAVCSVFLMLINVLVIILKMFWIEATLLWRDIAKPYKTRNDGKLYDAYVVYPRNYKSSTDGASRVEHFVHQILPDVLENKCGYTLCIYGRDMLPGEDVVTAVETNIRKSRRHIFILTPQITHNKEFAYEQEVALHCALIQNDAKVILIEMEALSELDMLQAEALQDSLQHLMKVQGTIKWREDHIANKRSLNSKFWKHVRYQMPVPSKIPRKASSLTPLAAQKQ
* marks the source's active call; other numbers are inactive results. This is a subset, so the mix of outcomes need not match the whole.

A first look:
What do the screens show for `CCCCNC(=O)c1cn(C2CCCCC2)cc(C(=O)NCCc2ccncc2)c1=O`?
ST2 IL33 inh: inactive

Results for O=C(CCn1cc(Cl)cn1)N1CC[C@@H](c2ccc3c(c2)OCO3)[C@H](O)C1 ?
ST2 IL33 inh: inconclusive

How did Cc1ccc(/C=c2\sc3nnc(-c4ccccc4)n3c2=O)cc1 do in these assays?
ST2 IL33 inh: inactive

What do the screens show for `N#CC1=C(N)OC2=C(C(=O)CC(c3ccccc3)C2)C1c1ccc2c(c1)OCO2` (stereo not given)?
ST2 IL33 inh: inactive

The list itself, from the first entry:
What do the screens show for `CCCCNC(=O)c1cn(C2CCCCC2)cc(C(=O)NCCc2ccncc2)c1=O`?
ST2 IL33 inh: inactive

Results for O=C(CCn1cc(Cl)cn1)N1CC[C@@H](c2ccc3c(c2)OCO3)[C@H](O)C1 ?
ST2 IL33 inh: inconclusive

How did Cc1ccc(/C=c2\sc3nnc(-c4ccccc4)n3c2=O)cc1 do in these assays?
ST2 IL33 inh: inactive

What do the screens show for `N#CC1=C(N)OC2=C(C(=O)CC(c3ccccc3)C2)C1c1ccc2c(c1)OCO2` (stereo not given)?
ST2 IL33 inh: inactive

Results for Cc1ccc(Nc2nc3nonc3nc2Nc2c(C)n(C)n(-c3ccccc3)c2=O)c(C)c1 ?
ST2 IL33 inh: inconclusive

How did COc1ccc2c(c1)C(C)=CC(C)(C)N2C(=O)C(C)N1C(=O)c2ccccc2C1=O (stereo not given) do in these assays?
ST2 IL33 inh: inconclusive

How did COc1ccc(NC(=O)Cn2cnc3c(oc4ccccc43)c2=O)c(OC)c1 do in these assays?
ST2 IL33 inh: inconclusive

What do the screens show for `O=C1NC(=Nc2ccccc2Br)SC1(CO)CO`?
ST2 IL33 inh: inactive

What do the screens show for `Cc1ccccc1NS(=O)(=O)c1c(C)n[nH]c1C`?
ST2 IL33 inh: inactive

How did COc1cccc(CN2C(=O)CCC2(C)C(=O)NC2CCCC2)c1 (stereo not given) do in these assays?
ST2 IL33 inh: inactive

How did CN(CCCc1cnn(C)c1)Cc1ccccc1 do in these assays?
ST2 IL33 inh: inconclusive

Results for N[C@@H](CCC(=O)N[C@H](CSN=O)C(=O)NCC(=O)O)C(=O)O ?
ST2 IL33 inh: inconclusive

How did CCOc1ccccc1OCCN(C)C(=O)c1c(C)nc2ncccn12 do in these assays?
ST2 IL33 inh: inconclusive

What do the screens show for `CC(C)c1nccn1CCCNC(=O)c1ccc(-c2ccsc2)nc1`?
ST2 IL33 inh: inactive

How did CC(=O)C1=NN(c2ccccc2C)C2C(=O)N(c3ccc(Cl)cc3)C(=O)C12 (stereo not given) do in these assays?
ST2 IL33 inh: inactive

What do the screens show for `Cc1cc(C(=O)N2CCOC(C(F)(F)F)C2)cc2sc(N)nc12` (stereo not given)?
ST2 IL33 inh: inconclusive

How did c1ccc(-n2nccc2CN2CCC(n3cc(C4CC4)nn3)CC2)cc1 do in these assays?
ST2 IL33 inh: inconclusive

Results for CC1CCN(C(=O)C(NS(=O)(=O)c2ccc3c(c2)oc(=O)n3C)C(C)C)CC1 (stereo not given) ?
ST2 IL33 inh: inconclusive

How did O=C(O)C1C2C=CC(C2)C1C(=O)N1CCN(c2ccccc2)CC1 (stereo not given) do in these assays?
ST2 IL33 inh: inconclusive

Results for Cc1ccc(N2C(=O)C(N3C(=O)c4ccc([N+](=O)[O-])cc4C3=O)C2c2cccs2)cc1F (stereo not given) ?
ST2 IL33 inh: inactive

Results for Cc1cccc(CN2CCN(c3ncccn3)CC2)c1 ?
ST2 IL33 inh: inactive

What do the screens show for `O=c1c2cnn(-c3ccccc3)c2nc(-c2ccccc2F)n1-c1ccccc1`?
ST2 IL33 inh: inconclusive

How did O=C(Nc1ccccc1-c1nc2ccccc2s1)c1cccc(F)c1 do in these assays?
ST2 IL33 inh: inconclusive

What do the screens show for `COCCN1C(=O)C(=O)C(=C(O)c2ccc(S(=O)(=O)N(C)C)cc2)C1c1cccc(Cl)c1` (stereo not given)?
ST2 IL33 inh: inconclusive

What do the screens show for `CCCOc1ccc2oc(=O)c3c(c2c1)CCCN3C(=O)CN1CCCC1`?
ST2 IL33 inh: inactive

Results for CCOc1ccc(-c2csc(=Nc3ccccc3)n2CCN2CCOCC2)cc1 ?
ST2 IL33 inh: inactive

How did CC#CCN1CCC=C(CCNC(=O)C2CCCCC2)C1 do in these assays?
ST2 IL33 inh: inconclusive

Results for CCOc1ccc2nc(NC(=O)C3CCCCC3)sc2c1 ?
ST2 IL33 inh: inactive

Results for CC(C)Nc1c2c(nc3ccccc13)CCC2 ?
ST2 IL33 inh: inactive

What do the screens show for `COC(=O)c1sc2ccccc2c1S(N)(=O)=O`?
ST2 IL33 inh: inactive

Results for Cc1ccc(NC(=O)CC(=O)NCCC2COc3ccccc3O2)cc1 (stereo not given) ?
ST2 IL33 inh: inactive

Results for O=S(=O)(Nc1ccc(F)cc1)c1ccc(Br)s1 ?
ST2 IL33 inh: inactive

What do the screens show for `CO[C@H]1CN(C(=O)c2csc(CN(C)C)n2)CC[C@H]1N`?
ST2 IL33 inh: inconclusive

Results for CCCCOC(=O)C1=C(C)Nc2nnnn2C1c1ccc(OC)cc1 (stereo not given) ?
ST2 IL33 inh: inactive

How did CCOc1cc(-c2nc(C(N)=O)c3c(n2)n(-c2ccc(F)cc2)c(=O)n3C)ccc1OC(C)C do in these assays?
ST2 IL33 inh: inactive

Results for COc1ccc(-c2nc(SCC(=O)NC3CCCC3)c(-c3ccccc3)[nH]2)cc1OC ?
ST2 IL33 inh: inactive

How did O=C1NCC2(CCCN(C(=O)CCCCc3ccccc3)CC2)O1 (stereo not given) do in these assays?
ST2 IL33 inh: inactive

Results for CCOC(=O)C1C(=O)C=C(c2ccco2)CC1c1cccc(OC)c1OC (stereo not given) ?
ST2 IL33 inh: inconclusive

What do the screens show for `CCC(=O)N1CCc2cc(Br)cc(S(=O)(=O)NCCC(C)C)c21`?
ST2 IL33 inh: inactive

What do the screens show for `O=C(C1CCCN(Cc2nc(COc3ccccc3)no2)C1)N1CCOCC1` (stereo not given)?
ST2 IL33 inh: inconclusive

Results for COc1ccc(-c2noc(COc3ccc(C)cc3Br)n2)cc1 ?
ST2 IL33 inh: inactive

How did Cc1nnc(NC(=O)CSc2cn(Cc3ccc(Cl)cc3)c3ccccc23)s1 do in these assays?
ST2 IL33 inh: inactive

Results for Cc1ccc(NC(=O)CN(c2cccc(C)c2C)S(C)(=O)=O)cc1Cl ?
ST2 IL33 inh: inactive

How did Cc1ccc(NC(=O)CN2CCN(Cc3cc(C)ccc3C)S2(=O)=O)cc1 do in these assays?
ST2 IL33 inh: inactive

Results for Cc1cc(C(=O)NC(CC(C)C)c2ncnn2C)nc(C)n1 (stereo not given) ?
ST2 IL33 inh: inconclusive

What do the screens show for `O=S(=O)(NCc1nc2cccnc2n1Cc1ccccc1Cl)c1ccc2c(c1)CCCC2`?
ST2 IL33 inh: inactive

What do the screens show for `CCCCNC(=O)c1ccc2c(c1)N(Cc1cc(C)ccc1C)C(=O)CS2`?
ST2 IL33 inh: inactive

How did Cc1cc(C)cc(OCCN(C)C(=O)c2nc3cccc(C)n3c2F)c1 do in these assays?
ST2 IL33 inh: inactive

Results for Cc1nnc([C@H]2CCN(Cc3cccc(C#N)c3)C2)o1 ?
ST2 IL33 inh: inactive

How did O=S(=O)(c1ccsc1)N1CCOC(Cc2ccccc2Cl)C1 (stereo not given) do in these assays?
ST2 IL33 inh: inactive

How did O=C(O)CCc1nc2c(cnn2-c2ccccc2)c(=O)[nH]1 do in these assays?
ST2 IL33 inh: inactive

How did O[C@@H]1C[C@@H](c2nc(Cc3ccc(F)cc3Cl)no2)N(Cc2ccco2)C1 do in these assays?
ST2 IL33 inh: inconclusive

What do the screens show for `COc1ccc(CNC(=O)NCCc2nc3cccnc3n2Cc2ccccc2)cc1`?
ST2 IL33 inh: 63.0%*

Results for Fc1c(F)c(F)c2c(cnn2-c2ccccc2)c1F ?
ST2 IL33 inh: inactive

Results for O=C(CSc1nc(-c2ccc3c(c2)OCO3)nc2cc(=O)[nH]n12)NCc1nc2ccccc2[nH]1 ?
ST2 IL33 inh: inactive

How did CC(=O)Nc1ccc(NC(=O)C2CC2(c2ccccc2)c2ccccc2)cc1 (stereo not given) do in these assays?
ST2 IL33 inh: inconclusive

How did O=C(/C=C/c1ccco1)Nc1ccc(Cl)c(-c2nc3cc(Cl)ccc3o2)c1 do in these assays?
ST2 IL33 inh: inconclusive

Results for COc1ccc(NC(=O)c2cc(I)ccc2Cl)c(OC)c1 ?
ST2 IL33 inh: inactive

What do the screens show for `CN1CCN(S(=O)(=O)c2ccc([N+](=O)[O-])cc2)CC1`?
ST2 IL33 inh: inactive

How did CCC(=O)N1CCc2cc(Br)cc(S(=O)(=O)CCC(=O)NC(C)CC)c21 (stereo not given) do in these assays?
ST2 IL33 inh: inactive

How did CCCS(=O)(=O)N1CCCC(C(=O)NCCCN2CCCCC2CC)C1 (stereo not given) do in these assays?
ST2 IL33 inh: inconclusive

What do the screens show for `CCn1cnc(C(=O)NC)c1C(=O)NC`?
ST2 IL33 inh: inactive

How did CC1CC(C)CN(c2nc3c(c(=O)n(C)c(=O)n3C)n2Cc2ccc(Cl)cc2)C1 (stereo not given) do in these assays?
ST2 IL33 inh: inconclusive

Results for CC(=O)C(C)n1c(CN(Cc2ccccc2)Cc2ccccc2)nc2c1c(=O)[nH]c(=O)n2C (stereo not given) ?
ST2 IL33 inh: inactive

Results for COc1ccc(-c2cc3ccccc3[nH]2)cc1 ?
ST2 IL33 inh: inactive

What do the screens show for `O=c1[nH]nc(-c2ccco2)n1CCc1ccccc1F`?
ST2 IL33 inh: inconclusive

Results for N#Cc1c(-c2ccccc2)cc(N2CCOCC2)n2c1nc1ccccc12 ?
ST2 IL33 inh: inactive

How did CC1CC(C)CN(C(=O)CSC2=Nc3ccccc3C3=NC(Cc4ccccc4)C(=O)N23)C1 (stereo not given) do in these assays?
ST2 IL33 inh: inactive

Results for O=C(Nc1cccc2c1C(=O)c1ccccc1C2=O)c1cc2ccccc2c(=O)o1 ?
ST2 IL33 inh: inconclusive

How did CC(=O)OC(C)C[N+](C)(C)C (stereo not given) do in these assays?
ST2 IL33 inh: inactive

How did Cc1ccsc1CN(C)C(=O)c1n[nH]c2ccccc12 do in these assays?
ST2 IL33 inh: inconclusive

What do the screens show for `Cc1nc2ccccc2nc1SCC(=O)NC1CCCCC1`?
ST2 IL33 inh: inactive

Results for CC(C(=O)N[C@H]1C[C@@H]2CC[C@H]1C2)N(c1ccccc1)S(C)(=O)=O (stereo not given in full) ?
ST2 IL33 inh: inactive

What do the screens show for `CCc1nnc(CN2CCc3onc(-c4cccc5ccccc45)c3C2)o1`?
ST2 IL33 inh: inconclusive

What do the screens show for `CSc1ccc(CC2(CCC(=O)N3CCCC3c3nc4ccc(F)cc4[nH]3)CCC(=O)N2)cc1` (stereo not given)?
ST2 IL33 inh: inactive

Results for Cc1cccc(N2CCN(Cc3ccco3)CC2)c1C ?
ST2 IL33 inh: inconclusive

How did O=C1CC(c2ccc(Cl)cc2)c2cc(Br)c3ccccc3c2N1 (stereo not given) do in these assays?
ST2 IL33 inh: inactive

How did CC(C)c1cc(NS(=O)(=O)c2ccccc2)c(O)c(C(C)C)c1 do in these assays?
ST2 IL33 inh: inactive

Results for Cc1cc(C)c(S(=O)(=O)N(C)Cc2cnn(C)c2)c(C)c1 ?
ST2 IL33 inh: inactive

How did COc1ccc(-n2ncc3c(N4CCN(C)CC4)ncnc32)cc1 do in these assays?
ST2 IL33 inh: inactive

What do the screens show for `CCc1ccc(C2=C(C)C(=O)N(CC(=O)Nc3c(F)cc(F)cc3Br)S2(=O)=O)cc1`?
ST2 IL33 inh: inactive

How did COc1ccc(NC(=O)C2=C(C)NC(=O)NC2c2ccccc2C)cc1 (stereo not given) do in these assays?
ST2 IL33 inh: inactive

What do the screens show for `O=C(/C=C/c1ccccc1)CC(O)CCc1ccccc1` (stereo not given)?
ST2 IL33 inh: inactive

How did CCOC(=O)C(CC)Oc1ccc2c(=O)c(Oc3cc(C)cc(C)c3)coc2c1 (stereo not given) do in these assays?
ST2 IL33 inh: inactive

Results for CCC(=O)N1CCc2cc(Br)cc(S(=O)(=O)Nc3ccc(Cl)cc3)c21 ?
ST2 IL33 inh: inactive

Results for CCCSc1nc2c(c(=O)n1-c1ccc(C)cc1)SCC2 ?
ST2 IL33 inh: inconclusive

Results for CCCCN(CC)S(=O)(=O)c1ccc2[nH]c(=O)cc(C(=O)NC3CCCC3)c2c1 ?
ST2 IL33 inh: inactive

Results for CCOc1ccc(C(=O)Nc2c3c(nn2C(C)(C)C)CS(=O)C3)cc1 (stereo not given) ?
ST2 IL33 inh: inactive

What do the screens show for `CC(C)c1ccc(C(=O)Nc2cccc(-c3nc4ncccc4o3)c2)cc1`?
ST2 IL33 inh: inactive

Results for Cc1cc(N2CC(C(=O)O)CC2=O)ccc1NC(=O)c1ccco1 (stereo not given) ?
ST2 IL33 inh: inactive

Results for CC(=O)N1CCC(Oc2ccc(Cl)cc2C(=O)NC2(c3ccccc3)CC2)CC1 ?
ST2 IL33 inh: inactive

Some of these compounds in order of number of heavy atoms, descending.
What do the screens show for `CCc1ccc(C2=C(C)C(=O)N(CC(=O)Nc3c(F)cc(F)cc3Br)S2(=O)=O)cc1`?
ST2 IL33 inh: inactive

Results for CCOc1ccc(-c2csc(=Nc3ccccc3)n2CCN2CCOCC2)cc1 ?
ST2 IL33 inh: inactive

Results for Cc1ccc(NC(=O)CN(c2cccc(C)c2C)S(C)(=O)=O)cc1Cl ?
ST2 IL33 inh: inactive

Results for Fc1c(F)c(F)c2c(cnn2-c2ccccc2)c1F ?
ST2 IL33 inh: inactive

How did CN(CCCc1cnn(C)c1)Cc1ccccc1 do in these assays?
ST2 IL33 inh: inconclusive

Screening results as filed in PubChem.
